Source: PubChem BioAssay
QS inhibitor – S. aureus quorum sensing inhibitors, primary screen, RNAIII-GFP reporter, flow cytometry. inhibition, % at 2 µM. 24,000 tested, 0.3% active. S. aureus RN6390 RNAIII-GFP reporter, AIP-induced, flow cytometry 3 h;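 active means share of bacteria positive for the green fluorescent reporter and its mean brightness both inhibited by 50% or more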;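 further: 0% = AIP-stimulated control and 100% = unstimulated bacteria without AIP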
QS inhibitor GFP MFI % – also measured in QS inhibitor; calls as there; inhibition, %; measured here: inhibition of GFP MFI
Starred values were filed as active, the others as inactive.

Every second line gives: QS inhibitor	QS inhibitor GFP MFI %
CCc1ccc(NC(=O)N(C2CCC(C)CC2)C2CCN(C(C)=O)CC2)cc1 (stereo not drawn)
    -5	-7
O=c1[nH]c2ccsc2c(=O)n1-c1ccc(F)c(Cl)c1
    -5	-23
CN(CC(=O)N1CCc2ccccc21)S(=O)(=O)c1ccc(Br)s1
    -2	-3
Nc1nc(SCC(=O)N2CCCc3ccccc32)n(-c2ccccc2)n1
    -1	-2
COc1ccc(NC(=O)CC2Oc3ccc(C)cc3NC2=O)cc1 (stereo not drawn)
    0	5
CCOc1ccc(Cn2nnc(C(=O)NCCc3ccccc3)c2N)cc1
    -5	-11
O=c1cc(-c2ccc3c(c2)OCO3)oc2ccccc12
    0	20
CCCCN=c1sc(C(=O)OC)cc(=O)n1CCCC
    -3	-38
O=C(Nc1c(C(=O)O)oc2ccc(Br)cc12)c1ccccc1
    0	3
CC1(CC(=O)O)C(=O)N=C2C=CC=CN21 (stereo not drawn)
    -9	-16
O=C(CCN1CCOCC1)Nc1cccc(Br)c1
    0	2
CCOC(=O)N1CCN(c2c(N3CCN(c4ccccc4OC)CC3)c(=O)c2=O)CC1
    0	-1
Nc1[nH]nc2nc(N3CCOCC3)nc(-c3ccccc3)c12
    -1	-5
c1ccc(-c2ccc(-c3ccccn3)nn2)nc1
    -3	0
c1nc(NCC2CCCO2)c2[nH]cnc2n1 (stereo not drawn)
    0	14
CCOc1ccccc1/C=c1\sc2nc(-c3ccco3)nn2c1=O
    -7	-26
CCOC(=O)CSc1nc2ccccc2c(=O)n1NC(=O)c1ccccc1
    5	10
O=C(c1ccccn1)N(CC1CCCO1)C1(C(=O)NC2CCCCC2)CCCCC1 (stereo not drawn)
    -6	-2
CCCCCC(=O)N1CCN(CCN=CC2=C(O)CC(c3ccco3)CC2=O)CC1 (stereo not drawn)
    2	11
Cc1oc(-c2ccccc2F)nc1CS(=O)(=O)CC(=O)NCCCN(C)C1CCCCC1
    -2	-13
Cc1cccc(-n2ncc3c(N4CCN(c5nc(C)cc(C)n5)CC4)ncnc32)c1
    -1	-5
CC(=O)C1=C(C)NC(=O)NC1c1cccc(O)c1 (stereo not drawn)
    -1	7
CCOC(=O)CNC(=O)C(=O)c1c(O)[nH]c2ccccc12
    -2	-31
CCOC(=O)C1CCN(C(=O)C2CCN(c3nc4ccc(OC)cc4s3)CC2)CC1
    -2	-4
Cc1ccc(S(=O)(=O)c2nc(-c3ccc(F)cc3)oc2SCC(N)=O)cc1
    2	3
COc1ccc(OC)c(-c2cc(C(=O)N3CCN(c4ccccc4)CC3)no2)c1
    -3	-6
CC(C)OC(=O)c1nnc(Cc2ccc(F)cc2)o1
    -4	-26
Cc1nn(C(=O)c2ccoc2C)c(N)c1-c1ccccc1
    0	9
COc1ccc(C(=O)NCC(c2cccnc2)N2CCN(c3ccccc3)CC2)cc1OC (stereo not drawn)
    -2	-3
COC(=O)c1ccc(COc2ccc(-c3nn[nH]n3)cc2)cc1
    0	0
Cc1nn(Cc2ccc(C(=O)N3c4ccc(F)cc4CCC3C)o2)c(C)c1Br (stereo not drawn)
    4	19
Cc1cc(N2C(=O)c3ccc(C(=O)NCc4ccccc4)cc3C2=O)no1
    -7	-20
COc1ccc(N(C)C(=O)c2ccc3snnc3c2)cc1
    -4	-17
Cc1ccc(-c2cc(C(=O)NCc3ccco3)c3ccccc3n2)o1
    -2	-6
COc1cccc(NS(=O)(=O)c2ccc3[nH]cc(C(=O)NC4CC4)c(=O)c3c2)c1
    -1	-16
CCOc1cccc(-n2nnnc2-c2ccc(OC)cc2)c1
    19	35
O=C(Nc1ccc(Cl)cc1)OCCn1nnnc1C(c1ccccc1)N1CCOCC1 (stereo not drawn)
    0	-6
O=C(C(NS(=O)(=O)c1cccc2nsnc12)c1ccccc1)N1CCN(c2ccccn2)CC1 (stereo not drawn)
    -3	-30
CC1=C(C(N)=O)C(c2cccs2)n2nc(-c3cccc(C)c3)nc2N1 (stereo not drawn)
    -2	-11
CCOC(=O)C(C)Sc1ncnc2nc[nH]c12 (stereo not drawn)
    -22	-53
O=C(Nc1nc2ccccc2s1)C1CC(=O)N(c2ccc(Br)cc2)C1 (stereo not drawn)
    13	14
Cc1cc(-c2ccccc2)nc(SCc2ccc(C(=O)O)o2)n1
    17	27
Cc1cc(C)n(-c2ccc(F)cc2)c(=O)c1C(=O)O
    4	23
Cn1c(=O)[nH]c(=O)c2c1nc(Br)n2CCCSc1nc2ccccc2o1
    -1	-14
O=C(O)Cn1ncc2c1-c1ccoc1CC2
    0	5
Cc1cc2oc(=O)cc(CN3CCCCC3)c2cc1C(C)C
    0	2
COc1ccc(CNC(=O)c2cccc3c2C(=O)N(Cc2cccnc2)C3)cc1
    -3	-30
C=CCNc1ncnc2ccccc12
    1	2
COc1ccc(N2CCN(C(=O)c3ccc(N4C(=O)NC5CC4(C)Oc4ccccc45)cc3)CC2)cc1 (stereo not drawn)
    -3	-4
COc1ccc(N2CCN(C(=O)C(Cc3ccccc3)n3cccc3)CC2)cc1 (stereo not drawn)
    5	19

6 compounds from above, arranged by the number in QS inhibitor, falling.
molecule | QS inhibitor | QS inhibitor GFP MFI %
CC(=O)C1=C(C)NC(=O)NC1c1cccc(O)c1 (stereo not drawn) | -1 | 7
CCOC(=O)C1CCN(C(=O)C2CCN(c3nc4ccc(OC)cc4s3)CC2)CC1 | -2 | -4
c1ccc(-c2ccc(-c3ccccn3)nn2)nc1 | -3 | 0
COc1ccc(N(C)C(=O)c2ccc3snnc3c2)cc1 | -4 | -17
O=c1[nH]c2ccsc2c(=O)n1-c1ccc(F)c(Cl)c1 | -5 | -23
Cc1cc(N2C(=O)c3ccc(C(=O)NCc4ccccc4)cc3C2=O)no1 | -7 | -20

The list goes on.
Every second line gives: QS inhibitor	QS inhibitor GFP MFI %
CC(C)CN1C(=O)c2ccc(C(=O)Nc3nccs3)cc2C1=O
    -2	-12
Cc1ccc(C)c(N2CCN(C(=O)CN3C(=O)c4ccccc4C3=O)CC2)c1
    0	12
COc1ccc(C(C(C(=O)c2cccs2)N2CCOCC2)N2CCOCC2)cc1OC (stereo not drawn)
    2	8
CCOC(=O)N1CCN(C(=O)c2ccc(Cn3c(=S)[nH]c4cc5c(cc4c3=O)OCO5)cc2)CC1
    0	-10
Cn1c(=O)oc2cc(S(=O)(=O)N3CCCC(C(=O)N4CCn5c4nc4ccccc45)C3)ccc21 (stereo not drawn)
    -3	-5
COCC(=O)n1nc(NCc2ccc(OC)cc2)nc1NCc1ccc(OC)cc1
    -3	-12
CCc1ccc(-c2nc(CN3CCC(C(=O)N4CCN(c5ccccn5)CC4)CC3)c(C)o2)cc1
    2	11
CC(=O)Nc1ccc(S(=O)(=O)NC(CC(=O)NCCCN2CCOCC2)C(C)C)cc1 (stereo not drawn)
    -2	3
O=C1NC(c2ccccc2)(C(F)(F)F)SC2=NCCCN12 (stereo not drawn)
    -2	14
O=C(O)Cc1ccc(O)c(F)c1
    -3	-4
CCOc1ccccc1NC(=O)CCSc1nc2n[nH]c(C)c2c(=N)n1-c1ccccc1Cl
    1	2
CCCCN(CCCNC(=O)C1CCN(S(=O)(=O)CC)CC1)c1ccccc1
    4	10
CC1(C)CC(n2c(=S)[nH]c3ccccc3c2=O)CCO1 (stereo not drawn)
    -2	-10
COc1ccc(C2CC(=O)c3c(C)nc(N4CCN(c5ccccc5)CC4)nc3C2)cc1 (stereo not drawn)
    1	4
COCCN(C(=O)c1csnn1)C(C(=O)NC1CCCCC1)c1cccs1 (stereo not drawn)
    3	14
Cc1ccc(N2C(=O)c3ccc(C(=O)NCCN4CCOCC4)cc3C2=O)cc1
    0	-16
COc1ccc(CCNc2nc(-c3ccco3)cc(C(F)(F)F)n2)cc1OC
    -1	-33
O=C(c1ccc(N2CCCC2=O)cc1)N1CCCCCC1
    -5	-8
CCOc1cccc2c1OC1(C)CC2NC(=O)N1c1cccc(F)c1 (stereo not drawn)
    -6	-15
CCN(CC)c1ccc(NC(=O)CN2C(=O)CC(C)(C)S(=O)(=O)c3ccccc32)c(C)c1
    0	16
Cc1ccccc1NC(=O)C1Cc2ccccc2C(=O)O1 (stereo not drawn)
    0	0
COC(=O)c1c(C)nc2ccccc2c1C(=O)O
    -2	3
C=CCOc1nc2c(c(=O)n(C)c(=O)n2C)n1C
    -1	4
COc1ccccc1CN1CC(C(=O)NC2CCCCC2)CC1=O (stereo not drawn)
    -1	0
O=c1cc(CO)oc(C(Nc2ccccn2)c2ccsc2)c1O (stereo not drawn)
    -1	-7
Cc1[nH]c(=O)[nH]c(=O)c1S(=O)(=O)N1c2ccc(F)cc2CCC1C (stereo not drawn)
    0	-42
CC(NCCC(c1ccccc1)c1ccccc1)c1ccccc1 (stereo not drawn)
    -2	-10
Cc1oc2cc3c(C(=O)OCCN(C)C)c(C)oc3cc2c1C(=O)OCCN(C)C
    0	-3
CC1=C(c2ccc(C)cc2)S(=O)(=O)N(CC(=O)O)C1=O
    0	11
CCOc1ccccc1N(C)C(=O)C1CCN(S(=O)(=O)c2cccc3nonc23)CC1
    -4	-5
Cc1ccc(NC(=O)CCn2c(=O)oc3ccccc32)cc1
    -6	-33
c1cn2c(NC3CCCC3)c(-c3ccc(N4CCOCC4)cc3)nc2cn1
    5	19
Cc1ccc(C2=Nc3ccccc3NC(C)(c3ccc(C)o3)C2)o1 (stereo not drawn)
    0	0
CCN(c1ccccc1)S(=O)(=O)c1cnc[nH]1
    -3	-54
CCc1ccccc1S(=O)(=O)Cc1ccc(C(=O)NCC2CCCO2)o1 (stereo not drawn)
    -1	0
CSc1nnc(Cn2c(=O)sc3ccccc32)n1-c1ccccc1C
    34	68
O=C(CN1CCN(C2CCCCC2)CC1)c1ccc2cc[nH]c2c1
    -3	-4
CCOC(=O)c1ccc(NC(=O)Cn2cc3c(n2)CCC(C)C3)cc1 (stereo not drawn)
    4	13
CC(C)CCNC(=O)Cn1c(=O)oc2cc(S(=O)(=O)N3CCc4ccccc43)ccc21
    1	9
Cc1ccc2nc(CSc3nnc(-c4ccco4)n3-c3ccccc3)cc(=O)n2c1
    2	17
O=C(OCc1cccs1)c1ccccc1NS(=O)(=O)c1ccc2c(c1)OCCO2
    1	16
CN1CCCC(OC(=O)c2ccc3c(c2)OCCO3)C1 (stereo not drawn)
    0	-17
CC1=C(C(N)=O)C(c2cccnc2)n2nc(-c3cccc(C)c3)nc2N1 (stereo not drawn)
    -2	-5
CCCn1cc(C(CC(=O)O)C(=O)O)c2ccccc21 (stereo not drawn)
    0	4
COc1ccc(S(=O)(=O)N2CCN(c3cccc(C)c3C)CC2)cc1
    -6	-18
O=C(NC1CCS(=O)(=O)C1)OC1CCCCC1 (stereo not drawn)
    -1	-3
Cc1ccc(/C(O)=C2\C(=O)C(=O)N(CCCN(C)C)C2c2ccccn2)cc1 (stereo not drawn)
    -1	-6
Cc1nc2cc(-c3cccc(F)c3)nn2c(C)c1CCC(=O)N1CCN(c2ccccn2)CC1
    15	48
COCCOC(=O)c1[nH]c2c(c1C)C(=O)CC(c1ccc(N(C)C)cc1)C2 (stereo not drawn)
    -1	4
COC(=O)C(CCSC)NC(=O)C(NC(=O)C1CCC(C)CC1)C(C)C (stereo not drawn)
    -4	-23

(list continues)
Every second line gives: QS inhibitor	QS inhibitor GFP MFI %
Cc1cc(Nc2ccc(F)cc2Cl)n2ncnc2n1
    -3	-16
CCOc1ccc(NC(=O)c2oc3ccccc3c2NC(=O)CC)cc1
    14	46
COc1ccc2oc(=O)c(C(=O)N3CCN(C45CC6CC(CC(C6)C4)C5)CC3)cc2c1
    8	14
Cc1cc(C)n2nc(S(=O)(=O)NCCc3ccccc3)nc2n1
    -2	-1
Cc1ccc(-c2nc(CS(=O)(=O)CC(=O)NC3CCCCC3C)c(C)o2)cc1 (stereo not drawn)
    1	7
CC(=O)OCCCCON1C(=O)c2ccccc2C1=O
    -2	-9
CC(=O)C1=C(O)C(=O)N(Cc2ccco2)C1c1ccc(F)cc1 (stereo not drawn)
    -1	-18
c1ccc2c(c1)Cn1c-2nc2ccccc21
    0	12
CCCCCOC(=O)C1=C(C)Nc2nnnn2C1c1ccc(OC)c(OC)c1OC (stereo not drawn)
    1	1
CCC(C)NC(=O)Cn1cccc1C(=O)c1ccccc1 (stereo not drawn)
    -3	-7
CCCC(=O)Nc1ccc(-c2nc3cc(C)c(C)cc3o2)cc1
    -1	-5
O=C(Nc1cccc(C(F)(F)F)c1)C1CCCN1S(=O)(=O)c1cccc2cccnc12 (stereo not drawn)
    2	9
COc1ccc(C2N(C(=O)c3ccccc3)CCN2C(=O)c2ccccc2)cc1
    0	5
COC(=O)C1C2C=CC3(CN(c4cccc(C)c4)C(=O)C13)O2 (stereo not drawn)
    0	12
CCCNC(=O)C(NS(=O)(=O)c1cccc2nsnc12)c1ccccc1 (stereo not drawn)
    -6	-50
CCc1ccc(CNc2ccc3c(c2)ncn3C)cc1
    0	-8
Cc1ccc(S(=O)(=O)NC(CC(=O)NCc2ccco2)c2ccco2)cc1 (stereo not drawn)
    2	6
CCc1ccc2[nH]c(=O)c(CN(CCCN3CCOCC3)C(=O)Nc3ccc(F)cc3)cc2c1
    93*	94*

One compound at a time (already shown):
Listed for `COc1ccc(C2N(C(=O)c3ccccc3)CCN2C(=O)c2ccccc2)cc1` : QS inhibitor: 0; QS inhibitor GFP MFI %: 5
Listed for `CCc1ccc2[nH]c(=O)c(CN(CCCN3CCOCC3)C(=O)Nc3ccc(F)cc3)cc2c1` : QS inhibitor: 93*; QS inhibitor GFP MFI %: 94*

This is a subset. The share of hits here may be higher or lower than overall.
